# Bioassay records deposited in PubChem by National Center for Advancing Translational Sciences (NCATS).
# aSyn yeast inh – rescues yeast growth from alpha-synuclein toxicity. Potency, µM (top dose mostly 46.1 µM), inactives show at the highest dose growth rescue (activation), usual class: activators. actives 0.14% (n = 370,000). Yeast expressing alpha-synuclein, growth rescue, BacTiter-Glo, 24 h; further: potency means the concentration at half of the fitted maximal effect; % of control where 0% means no effect; nearly all actives have a fitted effect of over 65% in size
#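 Galactose-induced alpha-syn yeast (OD600=0.02, raffinose-pregrown) + pinned cpd, 24 hr, 30 deg C; growth by BacTiter-Glo luminescence. Growth restoration scores as activation.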
# HEK293 tox – cytotoxicity counter-screen for GLP-1 receptor inverse agonists; Potency, µM (series often up to 38.3 µM), inactives show top-dose activity change, negative = inhibition, usual class: inhibitors; actives 0.13% (n = 410,000); HEK293 cAMP-luciferase reporter cells, luminescence, 24 h;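 further: loss of luciferase light is scored as toxicity; potency means the concentration at half of the fitted maximal effect; on the % scale 0 is the no-effect control and ±100 the full control effect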
#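 MLSMR compounds, 24 hr on cells at 37 deg C/5% CO2; luminescence after luciferase reagent (12 min RT). Inhibition counted as the undesired cytotoxic outcome.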
# Abeta rescue – A-beta toxicity reversal in yeast. AID 1347071. Potency, µM (series often up to 46.1 µM), without a hit: at the highest dose growth rescue, hits mostly activators. yeast expressing A-beta42, growth rescue, OD600, 48 h; response scale: 0% DMSO, 100% iron-clioquinol control. actives 0.063% (n = 410,000); further: potency means the concentration at half of the fitted maximal effect; nearly all actives have a fitted effect of over 55% in size
#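 Yeast A-beta toxicity model in growth medium with pinned compounds, 48 h at 30 C; growth read as absorbance at 600 nm. Normalized to FeCl3/clioquinol equimolar mix (positive) and DMSO (negative).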
# Mm-Cpn inhibitor – inhibitors of Methanococcus maripaludis chaperonin (MmCpn). Potency, µM (highest dose often 76.9 µM), without a hit: top-dose activity, negative = inhibition, most hits filed as inhibitors. purified Mm-Cpn ATPase, ADP Transcreener TR-FRET. actives 0.031% (n = 330,000); further: potency means the concentration at half of the fitted maximal effect; on the % scale 0 is the no-effect control and ±100 the full control effect; nearly all actives have a fitted effect of over 80% in size
#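 ATPase turnover read by TR-FRET ADP competition (Eu cryptate antibody/ADP-d2, 665/590 nm): 10uM ATP final, 25nM Mm-CPN final, 30 min 37degC after 10-min compound preincubation, pH 7.4 Tris/KCl/MgCl2/DTT buffer.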
# PTHR1 agonist – activates the human parathyroid hormone receptor PTHR1; AID 743266; actives 0.075% (n = 410,000); Potency, µM (titrated, usually from 115 µM), for inactives: top-dose activation, usual class: activators; Q03431; HEK293 GP2 PTHR1 cells, GloSensor cAMP luminescence, 1 h; further: potency means the concentration at half of the fitted maximal effect; nearly all actives have a fitted effect of over 55% in size; some results filed as inactive show a strong effect at the top dose; inactives centre near -15; many of its hits are not listed in these tables
# Target sequence (Q03431 whole entry, looked up): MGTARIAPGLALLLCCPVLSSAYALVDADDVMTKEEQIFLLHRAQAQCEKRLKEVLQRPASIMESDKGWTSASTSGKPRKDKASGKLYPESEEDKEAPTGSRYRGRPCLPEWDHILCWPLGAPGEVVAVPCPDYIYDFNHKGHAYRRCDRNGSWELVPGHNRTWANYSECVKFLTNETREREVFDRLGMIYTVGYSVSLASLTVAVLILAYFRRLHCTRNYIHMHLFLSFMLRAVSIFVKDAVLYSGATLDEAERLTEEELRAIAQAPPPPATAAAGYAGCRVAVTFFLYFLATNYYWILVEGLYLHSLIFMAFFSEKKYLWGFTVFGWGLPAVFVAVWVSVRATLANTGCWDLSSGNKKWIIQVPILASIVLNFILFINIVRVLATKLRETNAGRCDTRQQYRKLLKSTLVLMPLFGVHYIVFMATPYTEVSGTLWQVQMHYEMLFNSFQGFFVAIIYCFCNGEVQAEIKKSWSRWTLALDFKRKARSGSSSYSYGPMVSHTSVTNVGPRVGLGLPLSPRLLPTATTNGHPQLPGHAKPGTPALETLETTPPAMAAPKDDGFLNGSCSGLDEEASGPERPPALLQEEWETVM
#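 HEK-293-derived GP2 cells expressing PTHR1 and a GloSensor cAMP reporter, 3,000/well, plated overnight, given luciferin plus IBMX (each 0.5 mM as added) for 1 h at 37 °C, then compound for 1 h at 37 °C. Luminescence was read after 15 min at room temperature.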
# GLP-1R inv ag – GLP-1 receptor (human) inverse agonism | actives 1.6% (n = 410,000) | HEK293 GLP-1R CRE-luciferase, luminescence, 24 h; GLP-1R form is constitutively active | AID 624417 | Potency, µM (doses to about 38.3 µM), for inactives: at the highest dose activity change, negative = inhibition, actives largely listed as inhibitors; further: potency means the concentration at half of the fitted maximal effect; on the % scale 0 is the no-effect control and ±100 the full control effect; nearly all actives have a fitted effect of over 55% in size
# Target sequence (P43220 whole entry, looked up): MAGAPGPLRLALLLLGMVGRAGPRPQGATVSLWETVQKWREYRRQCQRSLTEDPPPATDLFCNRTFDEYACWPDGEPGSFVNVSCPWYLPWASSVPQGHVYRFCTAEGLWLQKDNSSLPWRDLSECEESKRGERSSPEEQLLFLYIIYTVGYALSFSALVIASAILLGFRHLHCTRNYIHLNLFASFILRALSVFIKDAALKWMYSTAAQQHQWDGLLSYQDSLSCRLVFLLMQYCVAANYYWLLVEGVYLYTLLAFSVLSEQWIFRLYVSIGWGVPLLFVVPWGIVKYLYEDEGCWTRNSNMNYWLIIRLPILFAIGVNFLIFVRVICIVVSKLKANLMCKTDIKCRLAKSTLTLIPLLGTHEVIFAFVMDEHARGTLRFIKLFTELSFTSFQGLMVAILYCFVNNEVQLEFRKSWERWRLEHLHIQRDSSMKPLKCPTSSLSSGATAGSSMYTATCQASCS
#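 HEK293 cells stably co-expressing constitutively active GLP-1R and a cAMP-responsive luciferase reporter were seeded in DMEM with 10% Nu serum, given compounds after 12 h, and incubated 24 h at 37 deg C. Luminescence was then read.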
# TDP-43 yeast inh – rescues yeast growth from TDP-43 toxicity. TDP-43 expressing yeast growth rescue, BacTiter-Glo, 24 h. Potency, µM (highest dose often 46.1 µM), for the others: top-dose growth rescue (activation), usual class: activators. actives 1.8% (n = 410,000). AID 652104; further: potency means the concentration at half of the fitted maximal effect; % of control where 0% means no effect; nearly all actives have a fitted effect of over 50% in size
#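 Growth rescue of TDP-43-toxic yeast measured as ATP luminescence (BacTiter-Glo). Cells grown to mid-log in raffinose, induced in galactose at OD600=0.02, exposed to compound 24 hr at 30 deg C.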
# pAkt inh – blocks phosphorylation of Akt; Neuro2A IGF-stimulated pAkt S473 HTRF, 20 min; hits give low values; activity change, % for hits at 50 µM; actives 0.32% (n = 360,000); AID 651550; in the data active means activity change below about -80%; inconclusive means mostly about -51% to -80%; further: on the % scale 0 is the no-effect control and ±100 the full control effect
#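 Neuro2A cells (4,500/well, DMEM with 0.5% FBS) were treated with compound at a single 50 µM final concentration, stimulated with 6 nM IGF for 20 min at 37 °C, and lysed. Phospho-Akt Ser473 was read by HTRF as 665/615 ratio ×10^4.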
# FUS suppressor – suppressors of FUS proteinopathy in yeast; S. cerevisiae FUS-expressing, growth rescue, OD600, 24 h; Potency, µM (doses to about 76.6 µM), without a hit: top-dose growth rescue (activation), hits mostly activators; actives 0.24% (n = 390,000); AID 1347120;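 further: potency means the concentration at half of the fitted maximal effect; plate controls were DMSO vehicle for no effect and reference control for full effect; nearly all actives have a fitted effect of over 55% in size; some results filed as inactive show a strong effect at the top dose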
#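 Toxicity suppression screen in FUS-yeast. Cells induced with 2% galactose, starting OD 0.005, treated 24hr at 30C with compounds at multiple final concentrations; growth by OD600.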
# Numbers without * were called inactive; i = inactive; ? = inconclusive; / = no result given; & = joins results of further samples; [ ] = another dose, or the depositor's remark. Unless noted, the call rests on the fitted dose curve; in most records, active means well fitted curve in the direction sought with a large enough effect; inconclusive means small, poorly fitted or top-dose-only effect, or another doubt; inactive means no such curve, though single readings can be large; an effect the other way counts as inactive or inconclusive. These rows are one share of the data, so the mix of outcomes need not match the whole.
Molecule | HEK293 tox | TDP-43 yeast inh | PTHR1 agonist | Mm-Cpn inhibitor | pAkt inh | GLP-1R inv ag | FUS suppressor | aSyn yeast inh | Abeta rescue
S=C(NCc1ccco1)N1CCN(c2ccccn2)CC1 | -4% | -4% | i | -1% | i | 7% | 13% | -4% | -10%
CCOC(=O)C1CCN(C(=O)CSCc2nc(-c3ccc(OCC)cc3)oc2C)CC1 | 9% | ? | -37%[inhibitor][57.5 µM] | -2% | i | ? | 16% | 3% | -5%
O=C(NNC(=O)c1ccc2ccccc2c1O)c1ccccc1Cl | -10% | -17% | i | -1% | i | ? | 0% | -12% | -20%
COc1ccccc1N(CC(=O)NC(C)(C)C)C(=O)C1CSC(=O)C1 (stereo not given) | 2% | 8% | i | -2% | i | 2% | -23% | -8% | 27%
O=[N+]([O-])c1ccc(O)c(/C=N\N=C2c3ccccc3-c3ccccc32)c1 | -11% | -7% | -92%[inhibitor] | -1% | i | -18% | / | 0% | -12%
CSc1nc(O)cc(=O)n1-c1ccc(F)cc1 | 0% | -1% | -32%[inhibitor] | 0% | i | -27% | 2% | 7% | 7%
CCN1CCN(c2ccc(S(=O)(=O)N3CCCCC3)cc2NC(=O)c2cc3ccccc3o2)CC1 | 15% | 14% | -1% | 0% | i | -7% | 17% | 6% | 15%
Cc1ccc(CNC(=O)c2cc(S(=O)(=O)N3CCCCCC3)cn2C)cc1 | 8% | 16% | -26% | / | / | ? | 2% | / | -1%
Cc1cc(NC(=O)CSc2ccc(Cl)cc2)no1 | -7% | 3% | i | 0% | i | 0% | 25% | -11% | -12%
CC(C)(C)NC(=O)C(c1ccc(F)cc1)N(CC1CCCO1)C(=O)CCC(=O)Nc1ccccn1 (stereo not given) | 0% | 0% | 16% | -1% | i | -9% | 41% | -3% | 0%
Cc1nnc(-c2ccc(Oc3ccc(Cl)cc3)c([N+](=O)[O-])c2)o1 | -16% | 20% | i | 1% | i | -16% | / | -1% | -19%
Cc1ccc(COCCN2CCN(S(=O)(=O)c3ccccc3)CCC2=O)cc1 | -23% | -1% | -30%[inhibitor] | -2% | i | 17% | 10% | 2% | 10%
CCSc1nnc(-c2cc(Br)ccc2NC(C)=O)c(=O)[nH]1 | -7% | -31%[inhibitor] | i | -4% | i | -5% | 23% | -7% | -12%
C=C(C)CCC1(C)NC(=O)N(c2ccccc2)N1 (stereo not given) | ? | 17% | -13% | -9% | i | 10µM* | 4% | 7% | 12%
NC(=O)C1C(=O)c2ccccc2C1(C[N+](=O)[O-])c1ccccc1 (stereo not given) | 16% | -4% | i | / | i | ? | 17% | 1% | -7%
Cc1cccc(-c2noc(-c3ccc(F)cc3)n2)c1 | -11% | -2% | -27% | 1% | i | 2% | -8% | -5% | 5%
CC(C)Cn1c(=O)c2c(nc3n2CCS3)n(C)c1=O | 1% | 4% | i | 0% | i | 63%[activator] | 1% | 0% | -3%
CCCN(CCC)CC(O)Cn1cc(/C=C/C(=O)c2ccc(OCC)cc2)c2ccccc21 (stereo not given) | 49%[activator] | 1% | -2% | / | / | ? | ? | -23% | -21%
O=[N+]([O-])c1ccc(O)c(Nc2ncnc3ccc(Br)cc23)c1 | ? | -6% | -19% | -1% | i | ? | 0% | -10% | 4%
Cn1c(/C(C#N)=C(\O)c2ccc([N+](=O)[O-])cc2)nc2ccccc21 | -9% | -12% | -8% | -1% | i | 4% | -10% | -5% | -13%

Molecule | HEK293 tox | TDP-43 yeast inh | PTHR1 agonist | Mm-Cpn inhibitor | pAkt inh | GLP-1R inv ag | FUS suppressor | aSyn yeast inh | Abeta rescue
CCCOc1ccc(C2c3c(oc4ccccc4c3=O)C(=O)N2CCN(CC)CC)cc1OC (stereo not given) | -4% | -11% | ? | -1% | i | 0% | -17% | -1% | -8%
Cc1ccccc1NC(=S)NCC(c1cccnc1)N(C)C (stereo not given) | -4% | 18% | -4% | 0% | i | 3% | -29% | -7% | 11%
COc1cc(C2C3=C(COC3=O)Oc3cc4c(cc32)OCO4)cc(OC)c1OC (stereo not given) | -56% | 29% | 4% | / | i | -43% | / | 2%&-12% | 2%
O=C(NCc1ccc2c(c1)OCO2)c1cc(-c2ccccn2)nc2ccccc12 | 8% | 44% | i | -3% | i | 11% | -8% | -8% | 13%
CCCc1cc(C(=O)Nc2cccnc2Cl)no1 | 7% | -18% | i | 1% | i | 7% | 7% | -2% | -8%
CCOC(=O)Cn1nc(-c2ccc(F)cc2)cc(Cc2ccccc2)c1=O | 32%[activator] | 1% | i | -1% | i | 11µM* | ? | 1% | -5%
CC(=O)N1c2ccc(S(=O)(=O)N3CCC(C(=O)Nc4cccc(Cl)c4)CC3)cc2CC1C (stereo not given) | 8% | 2% | 6% | -1% | i | 27% | ? | -14% | 1%
CC1=C(C(=O)OC2CCCCC2)C(c2cccs2)n2c(nc3ccccc32)N1 (stereo not given) | -7% | 9% | i | -1% | i | 19% | / | -3% | 6%
COc1ccc(Cn2c(SCC(=O)NCc3ccc(Cl)cc3)nc3ccsc3c2=O)cc1 | -10% | 6% | i | / | / | -8% | -19% | -4% | -12%
Cc1ccc(S(=O)(=O)C2(C(=O)N(C)C3CCCCC3)CC2)cc1 | 4% | -8% | -12%[57.5 µM] | -1% | i | 0% | 31% | 3% | 0%
Cc1ccc(S(=O)(=O)N2CCCCC2CCNC(=O)C(=O)NCc2ccccc2)cc1 (stereo not given) | ? | 24% | -16% | -2% | i | ? | 3% | -2% | 4%
CCOc1ccc(NC(=O)CN(C)S(=O)(=O)c2ccc3c(c2)c(=O)n(C)c(=O)n3C)cc1 | 1% | -2% | -95%[inhibitor] | / | / | 12% | -16% | / | -1%
O=C(c1ccncc1)N1CCc2ccccc2C1 | -18% | 12% | -23% | 1% | i | 0% | -17% | 1% | 6%
CNC(=O)C1CC(=O)N(c2ccc(OCC(=O)N3CCCC3)cc2)C1 (stereo not given) | 5% | -12% | -8% | 0% | i | 2% | 18% | 1% | 12%
Cc1ccc(-n2nnc(-c3ccnc4ccccc34)n2)cc1 | 8% | -1% | -42% | / | i | 0% | -6% | 1% | -10%
CCOc1ccc(NC(=O)CN(C)C(=O)c2ccc(=O)[nH]c2)cc1OCC | -10% | 4% | -6% | 2% | i | 14% | / | -4% | -13%
CC(C)NC[C@@H](O)COc1cccc2ccccc12 | -17% | 10% | 3% | 1% | i | -29% | -39% | -1% | -5%
C[C@@H]1NC(=O)[C@H](CCC(N)=O)NC(=O)c2cc([N+](=O)[O-])cc(I)c2NCCC[C@@H](C(N)=O)NC1=O | ? | 10% | 10% | 0% | i | 13% | 38% | 0% | 2%
Cc1ccc(-n2[nH]c(C)c(C=NC34CN5CN(CN(C5)C3)C4)c2=O)cc1C | 3% | -26% | i | / | i | 4% | -6% | -17% | -13%
O=C(CC1Sc2ccccc2NC1=O)Nc1cccc(-c2nnc3n2CCCCC3)c1 (stereo not given) | -9% | 9% | i | 0% | i | 11% | 25% | 1% | 10%

# Filtered by structure, those above containing fluorine (4)
Molecule | HEK293 tox | TDP-43 yeast inh | PTHR1 agonist | Mm-Cpn inhibitor | pAkt inh | GLP-1R inv ag | FUS suppressor | aSyn yeast inh | Abeta rescue
CSc1nc(O)cc(=O)n1-c1ccc(F)cc1 | 0% | -1% | -32%[inhibitor] | 0% | i | -27% | 2% | 7% | 7%
CC(C)(C)NC(=O)C(c1ccc(F)cc1)N(CC1CCCO1)C(=O)CCC(=O)Nc1ccccn1 (stereo not given) | 0% | 0% | 16% | -1% | i | -9% | 41% | -3% | 0%
Cc1cccc(-c2noc(-c3ccc(F)cc3)n2)c1 | -11% | -2% | -27% | 1% | i | 2% | -8% | -5% | 5%
CCOC(=O)Cn1nc(-c2ccc(F)cc2)cc(Cc2ccccc2)c1=O | 32%[activator] | 1% | i | -1% | i | 11µM* | ? | 1% | -5%

# (next part)
Molecule | HEK293 tox | TDP-43 yeast inh | PTHR1 agonist | Mm-Cpn inhibitor | pAkt inh | GLP-1R inv ag | FUS suppressor | aSyn yeast inh | Abeta rescue
O=C(NCc1cccc(C(F)(F)F)c1)c1csc([C@@H]2O[C@H](CO)[C@H](O)[C@H](O)[C@H]2O)n1 | -3% | 0% | -6% | / | i | 14% | -5% | 1% | -7%
O=C1C(Cl)=C(Nc2ccccc2O)C(=O)N1CCc1ccccc1 | -10% | ? | -19% | 1% | i | ? | / | -10% | -41%[inhibitor]
CCN(CC)CC(=O)Nc1nn(-c2ccccc2)nc1C(N)=O | -8% | 6% | -20% | 0% | i | 34%[activator] | 12% | 1% | -10%
Cc1cccc(Oc2ccc(NS(=O)(=O)c3ccc(C)c(C(=O)O)c3)cc2)c1 | 1% | 3% | -4% | 0% | i | 14% | -6% | -5% | 12%
COc1cccc(C(C)NC(=S)NCc2ccc(Cl)cc2)c1 (stereo not given) | 18% | 10% | -11% | 2% | i | -3% | 4% | -1% | 29%
COc1cccc(C2=CC(=O)CC(c3ccco3)C2)c1 (stereo not given) | 10% | ? | -23% | / | i | 17% | 3% | 16% | 5%

# Results in aSyn yeast inh, for 2 of the compounds above:
SMILES	aSyn yeast inh
O=C(NCc1cccc(C(F)(F)F)c1)c1csc([C@@H]2O[C@H](CO)[C@H](O)[C@H](O)[C@H]2O)n1	1%
O=C1C(Cl)=C(Nc2ccccc2O)C(=O)N1CCc1ccccc1	-10%
